# OX1R antagonist = human HCRTR1 antagonism; O43613; CHO/OX1R cells, Fluo-8 calcium fluorescence, orexin A; inhibition, % at 5 µM; 330,000 compounds, 0.43% hits; AID 434989;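 active means inhibition above its plate's threshold, mean inhibition of all tested compounds on the plate plus 3 SD, cut at about 37% in these data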;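 further: 0% = orexin A challenge wells and 100% = SB-334867-A antagonist wells; not every result past the cut was called active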
# Target sequence (O43613 whole entry, looked up): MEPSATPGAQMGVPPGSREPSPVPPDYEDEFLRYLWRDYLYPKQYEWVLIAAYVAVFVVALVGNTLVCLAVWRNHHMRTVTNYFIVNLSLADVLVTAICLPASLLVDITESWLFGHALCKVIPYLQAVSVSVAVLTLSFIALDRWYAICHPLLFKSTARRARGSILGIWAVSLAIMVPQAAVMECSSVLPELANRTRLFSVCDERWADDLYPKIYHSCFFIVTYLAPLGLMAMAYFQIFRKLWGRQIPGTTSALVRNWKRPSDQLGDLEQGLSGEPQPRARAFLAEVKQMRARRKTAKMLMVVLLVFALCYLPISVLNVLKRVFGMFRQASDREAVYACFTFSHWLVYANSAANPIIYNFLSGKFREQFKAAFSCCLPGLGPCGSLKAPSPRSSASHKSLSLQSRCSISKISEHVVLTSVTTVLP
# CHT PAM = allosteric activators of human choline transporter CHT | B-score at 10 µM | 310,000 compounds, 0.49% hits | CHT-expressing cells, membrane potential dye, choline EC20; hits give high values; LV-AA mutant CHT in HEK293 cells | Q9GZV3;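 active means initial fluorescence not abnormally high and integrated response B-score, plate-corrected, over 3 SD above library mean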
# Target sequence (Q9GZV3 whole entry, looked up): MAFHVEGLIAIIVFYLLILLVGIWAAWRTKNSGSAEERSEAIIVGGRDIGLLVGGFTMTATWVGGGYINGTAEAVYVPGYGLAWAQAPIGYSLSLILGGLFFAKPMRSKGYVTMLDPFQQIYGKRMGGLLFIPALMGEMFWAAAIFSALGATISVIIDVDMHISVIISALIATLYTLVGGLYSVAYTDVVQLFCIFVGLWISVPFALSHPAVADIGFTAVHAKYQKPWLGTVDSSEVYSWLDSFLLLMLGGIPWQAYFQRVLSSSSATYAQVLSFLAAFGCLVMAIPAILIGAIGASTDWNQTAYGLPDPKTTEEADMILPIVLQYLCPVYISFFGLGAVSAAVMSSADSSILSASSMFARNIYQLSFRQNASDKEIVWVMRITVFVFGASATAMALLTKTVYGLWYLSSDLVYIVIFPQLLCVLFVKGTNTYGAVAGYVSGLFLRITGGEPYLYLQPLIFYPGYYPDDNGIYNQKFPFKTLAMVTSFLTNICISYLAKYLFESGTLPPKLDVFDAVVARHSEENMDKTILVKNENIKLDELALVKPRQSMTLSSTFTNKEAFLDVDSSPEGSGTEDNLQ
# Numbers without * were called inactive; i = inactive; nt = not tested or not shown.
# The first 2 records as a preview:
SMILES,OX1R antagonist,CHT PAM
COc1ccc(C2=NS(=O)(=O)N(C)C(C(=O)NC(C)c3ccccc3)=C2)cc1OC (configuration not stated),-12,i
CCCc1ccc(C(=O)CCC(=O)O)cc1,-11,i

# The list itself, from the start:
SMILES,OX1R antagonist,CHT PAM
COc1ccc(C2=NS(=O)(=O)N(C)C(C(=O)NC(C)c3ccccc3)=C2)cc1OC (configuration not stated),-12,i
CCCc1ccc(C(=O)CCC(=O)O)cc1,-11,i
O=C(Nc1ccc2nccnc2c1)c1ccco1,-9,i
Cc1cc(C(=O)OCC(=O)N2CCCCCC2)ccc1[N+](=O)[O-],-10,nt
CCOc1ccc(-n2c(N)c(-c3nc4ccccc4n3C)c3nc4ccccc4nc32)cc1,-9,i
CCN1CCN(C(c2cccs2)C(C)NC(=O)CC(C)C)CC1 (configuration not stated),10,i
O=C(NCCCn1ccnc1)c1nn2c(C(F)(F)F)cc(-c3ccccc3)nc2c1Cl,-42,i
COc1ccc2c(c1OC)C(=O)N1c3ccccc3N=C(c3ccc([N+](=O)[O-])cc3)CC21 (configuration not stated),-15,i
CC(C)(C)c1ccc(OCC(O)CN2CCc3ccccc3C2)cc1 (configuration not stated),-22,i
COc1cccc(-c2nn(-c3ccccc3)cc2CNC(C)Cn2cncn2)c1 (configuration not stated),-31,i
Cc1ccc(NC(=O)CCC(=O)NNC(=S)Nc2ccccc2)c(C)c1,-11,i
O=C(OCC(=O)c1ccco1)c1ccc2ncsc2c1,-10,i
Cc1cccc(NC(=O)c2sc3nc(N4CCOCC4)c4c(c3c2N)CCCC4)c1,-28,i
Clc1ccccc1CSc1nnc(/C=C/c2ccccc2)o1,-18,i
Cc1ccc(CS(=O)(=O)c2nc3c(c(N(C)C)n2)CCCC3)cc1,-14,i
CCc1ccc(NC(=O)CN(c2ccccc2)S(=O)(=O)N(C)C)cc1,-4,i
CCn1ccc(C(=O)NCCCN2CCCC2=O)n1,-6,i
COc1ccccc1Oc1ccc(S(=O)(=O)N2CCCCC2C)cc1 (configuration not stated),-11,i
O=C(NN1C(=O)NC2(CCCCC2)C1=O)c1cc(F)cc(F)c1,-13,nt
c1ccc2cc(OCc3nc4ccccc4[nH]3)ccc2c1,-4,i
Cc1csc(NC(=O)c2ccc(OCC3CCCO3)cc2)n1 (configuration not stated),-13,i
COCCNC(=O)/C(C#N)=C1\N=C(NC(=O)c2cccs2)c2ccccc21,-7,i
COC(=O)C1=C(C)N(CCc2c[nH]c3ccccc23)C(=O)/C1=C\N(C)C,-2,i
CCC(=O)N(Cc1cc2cccc(C)c2[nH]c1=O)c1ccccc1OC,-3,i
Cc1ccc(CN2CCC(n3nccc3NC(=O)C3CCOC3)CC2)cc1C (configuration not stated),-2,i
O=C(CC1SC(=Nc2ccccc2)N(Cc2ccccn2)C1=O)Nc1cccc(Cl)c1 (configuration not stated),-11,i
CC(C)[C@H](NC(=O)c1ccc([N+](=O)[O-])cc1Cl)C(=O)N1CCN(C/C=C/c2ccccc2)CC1,-47,nt
Cn1c(C2CCCCC2)nc2c1c(=O)[nH]c(=O)n2Cc1ccccc1,-36,i
O=C(Nc1ccc(Nc2ccccc2)cc1)c1c(Cl)cccc1Cl,-16,i
CSc1ncc(Cl)c(C(=O)Nc2cc(C)ccc2C)n1,-8,i
CC(=O)NS(=O)(=O)c1ccc(NC(=S)NC(=O)c2ccco2)cc1,-16,i
CNS(=O)(=O)c1cccc2nsnc12,1,i
O=C(NNc1cccc(Cl)n1)c1c(Cl)cccc1Cl,-2,i
O=C(O)c1cc(-c2ccccc2Cl)n(-c2cccc(Cl)c2)n1,13,i
COc1ccccc1N1C(=O)CC(N2CCc3ccccc32)C1=O (configuration not stated),-15,i
Cc1ccc(C(=O)c2c(NC(=O)c3ccccc3C)sc(C)c2C)cc1,-34,i
Nc1ncnc2c1ncn2C1CCC(CO)C(O)C1 (configuration not stated),-4,i
Clc1ccc2c(c1)CCc1cccnc1C2=C1CCNCC1,-3,i
CCOC(=O)N1CCN(C(=O)c2c(Cl)cnn2C)CC1,nt,i
COC(=O)c1cc(-c2ccc(Br)cc2)c2c(=O)[nH]c(=O)n(C)c2n1,-11,i
O=C1N/C(=C/c2ccc(Br)cc2)C(O)=C1C=NCc1ccccc1,-11,i
CCOC(=O)NC(=O)CSc1nc(C)cc(C(F)(F)F)c1C#N,-18,i
Cc1ccc(N(CC(=O)Nc2ccc3c(c2)OCCO3)S(C)(=O)=O)cc1,-18,i
CCOc1ccccc1N(CC(=O)NCCSCc1ccco1)S(=O)(=O)c1ccccc1,43*,i
CC(=O)CCc1ccc(OC(=O)c2cccnc2)cc1,-12,i
O=C(NCCc1cn2ccccc2n1)c1ccccc1F,-10,i
O=C(COc1ccc(Cl)cc1)Nc1nc(-c2ccncc2)cs1,-7,i
COc1ccccc1N(CC(=O)Nc1ccccc1C(=O)NC(C)C)S(C)(=O)=O,-20,i
O=C(O)c1ccc(-n2ccnc2)c([N+](=O)[O-])c1,-4,i
COC(=O)c1c(NC(=O)COC(=O)c2ccc(Cl)cc2[N+](=O)[O-])sc2c1CCCCC2,3,i
NC(=O)c1ccsc1NC(=O)CCS(=O)(=O)c1ccc(F)cc1,-9,i
Cc1nn(Cc2ccc(C(=O)N3CCN(C(=O)c4ccco4)CC3)o2)c(C)c1[N+](=O)[O-],-17,i
Cn1nnnc1SCC(=O)Nc1sccc1C(N)=O,-17,nt
COC(=O)c1ccc(N2NC(=O)/C(=C/c3ccc(OC)c(OC)c3)C2=O)cc1,-21,i
CC(C)c1nnc(NC(=O)CCC(=O)Nc2ccc(F)cc2)s1,2,i
CCOc1cc(/C=N/NC(=O)C(=O)Nc2cc(Cl)ccc2C)ccc1O,-11,i
CC(C)OP(=O)(OC(C)C)C(C)NC(=O)Cc1ccccc1 (configuration not stated),-6,i
c1ccc(Cn2c(-c3cncs3)nc3ccccc32)cc1,-25,i
COC(=O)c1ccc(COc2cc([N+](=O)[O-])cc3cccnc23)o1,-1,i
N#CCCN(C(=O)COC(=O)CCN=C1NS(=O)(=O)c2ccccc21)c1ccc(F)cc1,-2,i

# (list continues)
SMILES,OX1R antagonist,CHT PAM
Cc1ccc(C(=O)COC(=O)c2ccc(-c3cnc4ccccc4n3)cc2)cc1C,-23,i
CC(CCc1ccccc1)NC(=O)c1cnc(Cl)c(Cl)c1 (configuration not stated),-22,i
CCCCN(C(=O)Cc1cccc(F)c1)c1c(N)n(CCC)c(=O)[nH]c1=O,-19,i
Cc1cc(C)c(S(=O)(=O)/N=C2\C=CC(=O)C(Cl)=C2)c(C)c1,-7,i
COc1cccc(-c2nc(-c3ccc(NC(=O)c4ccncc4)cc3)no2)c1,1,i
Cc1ccccc1OCC(=O)OCC(=O)Nc1ccc(S(N)(=O)=O)cc1,1,i
Cc1nn(C2CCS(=O)(=O)C2)c(Cl)c1/C=C/C(=O)OCC(=O)Nc1ccccc1OC(F)F (configuration not stated),8,i
CCc1[nH]c(=O)c(C#N)c2c1CCCC2,-9,i
COc1cc(/C=C/C(=O)N(C)c2ccccc2C(=O)O)cc(OC)c1OC,-26,i
C/C(=N/OC(=O)c1c(-c2c(F)cccc2Cl)noc1C)c1cnccn1,-21,i
CN(C)S(=O)(=O)c1cc(NC(=O)CN2CCN(c3ccc(O)cc3)CC2)ccc1Cl,-18,i
CC(C)(C)Nc1nc(C(N)=O)nc(N2CCOCC2)n1,8,i
CC(=O)Nc1cccc(OCC(O)Cn2cnc3ccccc32)c1 (configuration not stated),-7,i
S=C(NCc1ccc2c(c1)OCO2)Nc1ccc2nsnc2c1,53*,i
Cc1c(C(=O)N2CCC2)oc2ccc(Cl)cc12,0,nt
CC(=O)c1ccc(Oc2ncnc3sccc23)c(CN2CCOCC2)c1,-23,i
COc1cccc(-c2ccc(SCc3ccccn3)nn2)c1,-19,i
CSc1ccccc1C(=O)C1CCCN(C(=O)c2ccc(N3CCOCC3)cc2)C1 (configuration not stated),-31,i
COc1ccc2c(c1)[nH]c1c(=O)n(Cc3ccccn3)cnc12,-17,i
CC(C)[C@@H](C(=O)NCC1CCCO1)N1C(=O)N2CCc3c([nH]c4ccccc34)[C@@]2(C)C1=O (some centres not stated),-38,i
Cn1c(=O)oc2cc(S(=O)(=O)NCCC(=O)N3CCc4ccccc43)ccc21,-14,i
O=C(c1ccco1)N1N=C(c2ccco2)CC1c1ccc(Cl)cc1Cl (configuration not stated),40,nt
Cc1ccc(Cn2cc(S(=O)(=O)c3ccc(C(C)C)cc3)c(=O)c3cc4c(cc32)OCO4)cc1,-24,i
Cc1ccc(S(=O)(=O)Nc2nc(C)c(C(=O)NNS(=O)(=O)c3cc(C)ccc3C)s2)cc1,-1,i

# Already shown: entries from further up.
SMILES,OX1R antagonist,CHT PAM
COc1ccc(C2=NS(=O)(=O)N(C)C(C(=O)NC(C)c3ccccc3)=C2)cc1OC (configuration not stated),-12,i
CCCc1ccc(C(=O)CCC(=O)O)cc1,-11,i
O=C(Nc1ccc2nccnc2c1)c1ccco1,-9,i
Cc1cc(C(=O)OCC(=O)N2CCCCCC2)ccc1[N+](=O)[O-],-10,nt
CCOc1ccc(-n2c(N)c(-c3nc4ccccc4n3C)c3nc4ccccc4nc32)cc1,-9,i
CCN1CCN(C(c2cccs2)C(C)NC(=O)CC(C)C)CC1 (configuration not stated),10,i
O=C(NCCCn1ccnc1)c1nn2c(C(F)(F)F)cc(-c3ccccc3)nc2c1Cl,-42,i
COc1ccc2c(c1OC)C(=O)N1c3ccccc3N=C(c3ccc([N+](=O)[O-])cc3)CC21 (configuration not stated),-15,i
CC(C)(C)c1ccc(OCC(O)CN2CCc3ccccc3C2)cc1 (configuration not stated),-22,i
COc1cccc(-c2nn(-c3ccccc3)cc2CNC(C)Cn2cncn2)c1 (configuration not stated),-31,i
Cc1ccc(NC(=O)CCC(=O)NNC(=S)Nc2ccccc2)c(C)c1,-11,i
O=C(OCC(=O)c1ccco1)c1ccc2ncsc2c1,-10,i
Cc1cccc(NC(=O)c2sc3nc(N4CCOCC4)c4c(c3c2N)CCCC4)c1,-28,i
Clc1ccccc1CSc1nnc(/C=C/c2ccccc2)o1,-18,i
Cc1ccc(CS(=O)(=O)c2nc3c(c(N(C)C)n2)CCCC3)cc1,-14,i
CCc1ccc(NC(=O)CN(c2ccccc2)S(=O)(=O)N(C)C)cc1,-4,i

# The list goes on.
SMILES,OX1R antagonist,CHT PAM
COCCn1c(=O)[nH]c2cc(C(=O)N3CCN(c4ccccc4)CC3)ccc2c1=O,5,i
O=C(CCN1C(=O)C2CC=C(Cl)CC2C1=O)NC1CCCCC1 (configuration not stated),-93,i
CC(C)(C)NS(=O)(=O)c1ccc(CCC(=O)N2CCCCC2)cc1,-10,i
COc1cc(CNC(C)C)ccc1OCC(=O)Nc1cccc2ccccc12,-14,i
CC(=O)Nc1cc(-c2nn(C)c(=O)c3ccccc23)ccc1N1CCCCC1,-26,i
Cc1ccc2sc(NC(=O)C3CC3)nc2c1C,-15,i
Cc1ccc(NC(=O)NNC(=O)c2cccs2)cc1,1,i
CC(=O)c1cccc(NC(=S)N2CCN(S(C)(=O)=O)CC2)c1,-2,i
O=C1CC(c2ccccc2)CC2=C1CN(C1CCCCC1)CN2 (configuration not stated),-19,i
O=C(NC1CCCN(Cc2ccc(Cl)cc2)C1)c1ccccc1C(F)(F)F (configuration not stated),-24,i
CN(CC(=O)Nc1ccc(F)cc1[N+](=O)[O-])C1CCS(=O)(=O)C1 (configuration not stated),16,nt
Cc1ccc(NC(=O)c2ccccc2OCC(=O)c2ccccc2)cc1,-21,i
O=C(CSc1ccc(-c2ccc(F)cc2)nn1)NCC1CCCO1 (configuration not stated),3,i
CCOC(=O)c1[nH]c(C)c(/C(O)=C2\C(=O)C(=O)N(CCN(C)C)C2c2ccc(C)o2)c1C (configuration not stated),-19,i
CCS(=O)(=O)c1nc(S(=O)(=O)c2ccc(Cl)cc2)c(N2CCC(O)CC2)s1,-13,i
Cc1cccc(C)c1OCC1CNC(=O)O1 (configuration not stated),3,i
COC(=O)c1ccc2c(=O)n(Cc3ccc(C(=O)NCCCN4CCC(C)CC4)cc3)c(=S)[nH]c2c1,-7,i
COc1ccc(C(=O)Nc2ccc(Cl)cn2)cc1S(=O)(=O)N1CCCC1,13,nt
COc1ccc(/C=N/NC(=O)COc2cccc3ccccc23)c(C(=O)O)c1OC,-8,i
CC(NC(=O)COC(=O)Cc1ccsc1)C1CC2CCC1C2 (configuration not stated),-20,i
CCCCNS(=O)(=O)c1ccc2nc(-c3cccnc3)cc(C(=O)NCCCOC)c2c1,-18,i
c1coc(-c2nnc3sc(Cc4cccs4)nn23)c1,-11,i
Cc1nn(S(=O)(=O)c2ccc(F)cc2)c(C)c1S(=O)(=O)N1CCCCC1,-8,i
CCCOC(=O)c1ccc(Oc2cn[nH]c2-c2ccc(OCC(=O)NN)cc2O)cc1,-14,i
O=C(CN(Cc1ccccc1)C(=O)CNS(=O)(=O)c1ccccc1)NCc1ccco1,-25,i
Cn1cc(/C=C(\C#N)C(=O)Nc2ncc(Cc3cccc(Cl)c3)s2)c2ccccc21,-9,i
Cc1[nH]c2ccccc2c1C(=O)CSC(=S)N(C)C1CCCCC1,-13,i
CCN[C@H]1CN(CCCOC)S(=O)(=O)c2sc(S(N)(=O)=O)cc21,0,i
CCN(CC)CCN1C(=O)C2C(C(=O)Nc3cccc(SC)c3)C3C=CC2(O3)C1C(=O)NC1CCCC(C)C1C (configuration not stated),-38,i
COc1ccccc1-c1cc2nc(C)c(CCC(=O)NCc3ccco3)c(C)n2n1,-46,i
COc1ccc(N(CC(C)C)S(=O)(=O)c2nnc(NC(=O)c3ccco3)s2)cc1,-14,i
Cc1ccc(COC(=O)c2nn(-c3ccccc3)nc2N)cc1,-15,i
CCOC(=O)NC(=O)c1cn(-c2ccc(OC)cc2)c(=O)[nH]c1=O,-9,i
CCN(CC)c1ccc(C(=O)NNC(=O)CCc2nc3ccccc3c(=O)[nH]2)cc1,-12,i
Cc1ccc(NC(=O)CSc2nc(N)c3cc4c(nc3n2)CCCC4)cc1,-17,i
Cc1cccc(NC(=O)/C(=C\c2ccc([N+](=O)[O-])o2)NC(=O)c2ccc(Cl)cc2)c1,-22,i
O=C(Cn1cnc2ccccc21)N/N=C/c1cccnc1,-13,i
CCOC(=O)C1=C(N)OC2=C(C(=O)CCC2)C1c1cccs1 (configuration not stated),-8,i

# Screens (PubChem BioAssay)
